Source: PubChem
Caspase-7 inhib – allosteric or competitive inhibitors of human caspase-7 | recombinant caspase-7, Ac-DEVD-AFC fluorescence rate | Potency, µM (highest dose often 57.5 µM), without a hit: at the highest dose activity change, negative = inhibition, usual class: inhibitors | actives 0.02% (n = 75,000) | AID 889; active means well fitted inhibition curve with a large enough effect in the main read-out, with a control signal flat, not every such curve was filed as active; inconclusive means small, poorly fitted or top-dose-only effect, or a change in a side signal; further: potency means the concentration at half of the fitted maximal effect; % of control where 0% means no effect
Target sequence (P55210 24-198 limits assumed): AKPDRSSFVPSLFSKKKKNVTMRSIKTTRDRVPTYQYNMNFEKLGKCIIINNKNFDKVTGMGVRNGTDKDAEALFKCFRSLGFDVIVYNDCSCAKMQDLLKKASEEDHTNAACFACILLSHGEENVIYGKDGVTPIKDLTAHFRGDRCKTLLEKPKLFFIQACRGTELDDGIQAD
Target sequence (P55210 207-303 limits assumed): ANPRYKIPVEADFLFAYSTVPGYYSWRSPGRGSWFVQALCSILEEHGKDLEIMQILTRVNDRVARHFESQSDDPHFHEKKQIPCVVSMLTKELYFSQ
Tau filament bind – binders of human tau filaments; recombinant tau filaments, thioflavin S fluorescence, 15 h; filaments grown with octadecylsulfate alongside compound; P10636; actives 2% (n = 71,000); AID 596; Potency, µM (highest dose often 57.1 µM), inactives show at the highest dose activity change, negative = inhibition;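 further: potency means the concentration at half of the fitted maximal effect; on the % scale 0 is the no-effect control and ±100 the full control effect; actives lower thioflavin S fluorescence by blocking filaments or displacing dye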
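His-tagged recombinant human tau (exons 2, 3, 10; 1 uM final) fibrillized with 30 uM sodium octadecylsulfate, 15 h at 37 C, in pH 7.4 HEPES buffer with 10 uM thioflavine S and 5 mM DTT. Reduced ThS fluorescence (450/510 nm) marks activity.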
ERK AVP block – blocks ERK signaling stimulated by vasopressin | actives 0.99% (n = 72,000) | HEK293-V1b, vasopressin-stimulated pERK AlphaScreen | Potency, µM (series often up to 57.5 µM), without a hit: at the top dose activity, negative = inhibition, actives largely listed as inhibitors | AID 995; further: potency means the concentration at half of the fitted maximal effect; on the % scale 0 is the no-effect control and ±100 the full control effect; nearly all actives have a fitted effect of over 55% in size
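HEK293 cells stably expressing V1b receptor, preincubated 30 min at 37 °C with compound, then stimulated 5 min with 25 nM vasopressin. Phospho-ERK by AlphaScreen SureFire after 5 h RT; normalized to DMSO and vasopressin; AC50 by Hill fit.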
USP2a inhib – inhibitors of human ubiquitin-specific protease USP2a | AID 927 | actives 0.1% (n = 60,000) | O75604 | USP2a enzymatic assay, qHTS inhibition | Potency, µM (series often up to 38.3 µM), for the others: top-dose activity change, negative = inhibition, usual class: inhibitors;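 further: potency means the concentration at half of the fitted maximal effect; nearly all actives have a fitted effect of over 60% in size; plate controls were DMSO for no effect and NEM full inhibition control for full effect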
Target sequence (O75604 whole entry, looked up): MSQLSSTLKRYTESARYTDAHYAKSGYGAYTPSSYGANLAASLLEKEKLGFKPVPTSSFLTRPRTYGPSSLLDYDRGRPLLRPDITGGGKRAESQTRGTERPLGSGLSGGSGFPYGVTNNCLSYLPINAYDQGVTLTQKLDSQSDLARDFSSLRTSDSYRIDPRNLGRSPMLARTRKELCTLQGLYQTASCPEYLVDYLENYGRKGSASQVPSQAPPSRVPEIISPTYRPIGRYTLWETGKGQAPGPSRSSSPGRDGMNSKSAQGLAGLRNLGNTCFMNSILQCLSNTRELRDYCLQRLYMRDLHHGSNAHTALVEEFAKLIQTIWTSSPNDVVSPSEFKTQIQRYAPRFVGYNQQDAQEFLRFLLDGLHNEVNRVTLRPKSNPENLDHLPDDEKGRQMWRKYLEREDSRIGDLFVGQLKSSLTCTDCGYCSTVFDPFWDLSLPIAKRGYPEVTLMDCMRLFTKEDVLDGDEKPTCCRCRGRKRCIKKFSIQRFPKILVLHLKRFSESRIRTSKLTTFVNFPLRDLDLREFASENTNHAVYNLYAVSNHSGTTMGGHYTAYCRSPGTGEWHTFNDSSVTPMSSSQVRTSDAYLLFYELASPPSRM
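Inhibition is measured in a cell-free coupled assay with 20 nM USP2 core, 20 nM Ub-PLA2 and 20 uM NBD C6-HPC, 2.5 h incubation. Activity normalized to NEM control.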
A350 fluor – compounds fluorescent in Alexa 350 spectral region. Compound autofluorescence, 340/450 nm, Alexa 350 dye-equivalents; stronger effect = higher value. max dye-equivalent concentration, M. actives 11% (n = 59,000); in the data active means max dye-equivalent concentration above about 10 nM; inconclusive means mostly about 1.1 nM to 9.6 nM
FLuc inh – firefly luciferase inhibition; P08659; purified firefly luciferase, luminescence, 8 min; Potency, µM (top dose mostly 57.1 µM), inactives show at the highest dose activity change, negative = inhibition, hits mostly inhibitors; actives 2.2% (n = 72,000); AID 411; further: potency means the concentration at half of the fitted maximal effect; on the % scale 0 is the no-effect control and ±100 the full control effect; nearly all actives have a fitted effect of over 40% in size
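Inhibition of light generation by firefly luciferase from ATP and luciferin was profiled with concentration-response curves per sample, ATP held at 10 uM within the enzyme's linear range. Plates were read by luminescence after an 8-minute ambient incubation.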
Casp1 inh – blocks human caspase-1 allosterically or competitively. P29466. Caspase-1 enzyme, Ac-WEHD-AFC fluorogenic rate. Potency, µM (top dose mostly 57.5 µM), without a hit: at the top dose activity change, negative = inhibition, most hits filed as inhibitors. actives 0.03% (n = 75,000). AID 900;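 further: potency means the concentration at half of the fitted maximal effect; plate controls were vehicle for no effect and no substrate for full effect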
HEK293 cAMP cs – counter-screen for TSHR agonists: cAMP increase in parental HEK293 | parental HEK293 CNG cAMP sensor, membrane potential fluorescence | Potency, µM (highest dose often 57.1 µM), for the others: at the highest dose activation, hits mostly activators | actives 2.5% (n = 73,000); further: potency means the concentration at half of the fitted maximal effect; % of control where 0% means no effect; nearly all actives have a fitted effect of over 55% in size
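Parental HEK 293 cells stably expressing a cAMP-gated CNG channel were loaded with membrane potential dye containing 100 uM RO 20-1724 for 60 min. Compound added for 30 min; depolarization read as fluorescence intensity at 590 nm.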
CRE Fsk mod – CRE-bla signaling modulation under forskolin stimulation. CHO CRE-bla reporter (cAMP response element driving beta-lactamase), forskolin EC10, beta-lactamase ratio. Potency, µM (doses to about 38.2 µM), without a hit: top-dose activity change, negative = inhibition, hits mostly activators. actives 2.5% (n = 71,000); active means well fitted activation curve with a large enough effect in the signal ratio, with a control signal flat, not every such curve was filed as active; inconclusive means small, poorly fitted or top-dose-only effect, or effect the other way, or a change in a side signal; the % refers to the signal ratio; further: potency means the concentration at half of the fitted maximal effect; % of control where 0% means no effect
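Reporter-gene assay: CHO cells with beta-lactamase behind cAMP responsive elements, co-treated with compound and EC10 NKH 477 for 3 hours at 37 degrees Celsius. Activity came from the 460/530 nm CCF4 emission ratio.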
BRCT inh red – BRCT-phosphoprotein interaction inhibition (red fluorophore); P38398; BRCT-phosphopeptide binding, red fluorescence polarization; Potency, µM (top dose mostly 76.9 µM), inactives show at the top dose activity change, negative = inhibition, usual class: inhibitors; actives 0.03% (n = 75,000); AID 892; further: on the % scale 0 is the no-effect control and ±100 the full control effect
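Rhodamine-labelled pBACH1 10-mer (100 nM) bound to BRCT domain (100 nM) at pH 7.3; compounds incubated 12 min room temperature, polarization read. Free peptide defines full inhibition; unlabelled decapeptide titrated as control.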
BRCT PPI green – inhibitors of human BRCA1 BRCT-phosphoprotein interaction (green fluorophore); P38398; BRCA1 BRCT-phosphopeptide binding, green fluorescence polarization; Potency, µM (top dose mostly 76.9 µM), for inactives: at the highest dose activity change, negative = inhibition, hits mostly inhibitors; actives 0.05% (n = 75,000); AID 875;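 further: potency means the concentration at half of the fitted maximal effect; plate controls were peptide without protein for full effect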
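Compounds were incubated for 12 min at room temperature with a complex of 100 nM fluorescein-tagged pBACH1 decapeptide and 250 nM His-tagged BRCT protein. Buffer was phosphate pH 7.3 with EDTA, DTT and Tween 20. Disruption of binding lowers the polarization signal.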
The depositor's hits bear a star; i = inactive; ? = inconclusive; / = not tested or not shown; [ ] = dose if it differs, or a comment. Unless noted, the call rests on the fitted dose curve; in most records, active means well fitted curve in the direction sought with a large enough effect; inconclusive means small, poorly fitted or top-dose-only effect, or another doubt; inactive means no such curve, though single readings can be large; an effect the other way counts as inactive or inconclusive.

cpd	mol	Caspase-7 inhib	Tau filament bind	ERK AVP block	USP2a inhib	A350 fluor	FLuc inh
1	C=CCn1c(=O)c2ccccc2n2c(SCC(=O)/C(C#N)=C(\C)N)nnc12	-1%	-8%	5%	4%	i	5%
2	Cn1c(CCNC(=O)c2ccco2)nc2cc(NC(=O)C3CCCCC3)ccc21	-5%	3%	-14%	7%	i	-2%
3	CC1(C)CC(=O)C(C=Nc2ccccc2)=C(O)C1	0%	6%	3%	1%	/	-7%
4	CC1CCc2c(nc3ncnn3c2N2CC(C)OC(C)C2)C1 (stereo unspecified)	-1%	-5%	12%	-4%	i	6%
5	CC(=O)OCC(OC(C)=O)C(OC(C)=O)C(OC(C)=O)C(=O)Nc1ccc(C)cc1 (stereo unspecified)	1%	-1%	-8%	/	i	1%
6	Cc1cc(NC(=O)c2ccc(NC(=O)c3cccs3)cc2)no1	0%	22%	-32%	17%	i	0%
7	Cc1cccc(OCCn2c(CCCO)nc3ccccc32)c1	0%	3%	-2%	9%	i	-29%
8	O=C(COc1ccc2ccccc2c1Br)Nn1cnnc1	1%	3%	-11%	-5%	i	2%

cpd	Casp1 inh	HEK293 cAMP cs	CRE Fsk mod	BRCT inh red	BRCT PPI green
1	1%	-1%	-14%	0.0%	-1.3%
2	-1%	-8%	-19%	-0.4%	-1.0%
3	-2%	?	-13%	0.3%	-2.2%
4	0%	4%	17%	-2.4%	1.7%
5	1%	2%	-4%	1.9%	-1.2%
6	0%	0%	?	0.1%	-3.9%
7	1%	?	16%	-0.1%	1.1%
8	0%	18%	2%	0.5%	-1.2%

Arranged by molar mass (rising): some entries from above.
cpd	mol	Caspase-7 inhib	Tau filament bind	ERK AVP block	USP2a inhib	A350 fluor	FLuc inh
3	CC1(C)CC(=O)C(C=Nc2ccccc2)=C(O)C1	0%	6%	3%	1%	/	-7%
4	CC1CCc2c(nc3ncnn3c2N2CC(C)OC(C)C2)C1 (stereo unspecified)	-1%	-5%	12%	-4%	i	6%
6	Cc1cc(NC(=O)c2ccc(NC(=O)c3cccs3)cc2)no1	0%	22%	-32%	17%	i	0%
8	O=C(COc1ccc2ccccc2c1Br)Nn1cnnc1	1%	3%	-11%	-5%	i	2%
1	C=CCn1c(=O)c2ccccc2n2c(SCC(=O)/C(C#N)=C(\C)N)nnc12	-1%	-8%	5%	4%	i	5%

cpd	Casp1 inh	HEK293 cAMP cs	CRE Fsk mod	BRCT inh red	BRCT PPI green
3	-2%	?	-13%	0.3%	-2.2%
4	0%	4%	17%	-2.4%	1.7%
6	0%	0%	?	0.1%	-3.9%
8	0%	18%	2%	0.5%	-1.2%
1	1%	-1%	-14%	0.0%	-1.3%

The results go on.
cpd	mol	Caspase-7 inhib	Tau filament bind	ERK AVP block	USP2a inhib	A350 fluor	FLuc inh
9	N#Cc1c(NC(=O)CSc2ncn(-c3ccccc3)n2)sc2c1CCCC2	0%	5%	-7%	1%	i	1%
10	Cc1c(NC(=O)c2cc(-n3cnnc3)ccc2Cl)cccc1-c1nc2ccccc2o1	1%	192%	-20%	28%	i	7.9µM*
11	Cc1nnc(SCC(=O)NCc2ccc3c(c2)OCO3)[nH]c1=O	1%	2%	0%	0%	i	2%
12	COc1cc(NC(=O)Nc2ccccc2OC)c(OC)cc1NC(=O)CN1CCCCC1	-3%	?	-27%	25%	i	-7%
13	CCc1nc(Sc2nc(C)cc(C)n2)c2oc3ccccc3c2n1	-5%	-7%	-23%	-1%	i	0%
14	COC(=O)c1nc2n(n1)C(c1cccc(Cl)c1)C1=C(CCCC1=O)N2 (stereo unspecified)	0%	-4%	-28%	/	/	-1%
15	Cc1nc(N2CCCC2)c2ccsc2n1	0%	10%	?	-6%	i	5%
16	COc1cccc(Cn2c(=O)c(-c3ccc(F)cc3)nc3cnc(OC)nc32)c1	-9%	0%	1%	80%[activator]	i	0%[11.4 µM]

cpd	Casp1 inh	HEK293 cAMP cs	CRE Fsk mod	BRCT inh red	BRCT PPI green
9	-1%	0%	?	0.8%	-0.2%
10	0%	8%	?	-0.7%	3.6%
11	0%	16%	-2%	1.7%	-1.3%
12	-5%	-39%[inhibitor]	?	-6.1%	-0.3%
13	-2%	8%	12%	-0.8%	-1.3%
14	-1%	0%	16%	0.0%	0.4%
15	0%	9%	?	0.1%	-0.7%
16	-7%	23%	?	-0.9%	-0.1%

Further structures follow:
cpd	mol	Caspase-7 inhib	Tau filament bind	ERK AVP block	USP2a inhib	A350 fluor	FLuc inh
17	Cc1cc2c(cc1C)C(=O)NC(C)(C)C2	0%	-4%	14%	-7%	/	0%
18	COCCCNC(=O)CC(NS(=O)(=O)c1ccc(Cl)cc1)c1ccco1 (stereo unspecified)	-1%	6%	18%	5%	i	-1%
19	O=C(CCN1CCc2ccccc2C1)Nc1ccc(F)cc1	0%	-24%	-4%	5%	i	0%
20	COc1ccc(-c2noc(CCC(=O)N3CCN(Cc4ccccc4)CC3)n2)cc1	0%	6%	-14%	11%	i	-6%
21	CCOc1ccc(N2C(=O)CSC2c2ccncc2)cc1 (stereo unspecified)	0%	8%	23%	6%	i	1%
22	COC(=O)NC(c1cccs1)C(C(C)=O)C(=O)OC (stereo unspecified)	1%[11.5 µM]	/	14%[11.5 µM]	/	/	/
23	Cc1ccc(-c2nnc3c4ccccc4c(C)nn23)cc1NC(=O)CN1CCOCC1	-1%	4%	11%	1%	?	-1%
24	CCc1cc2c(NCCN3CCCCC3)ncnc2s1	8%	-1%	19%	-8%	1.4e-08M*	4%

cpd	Casp1 inh	HEK293 cAMP cs	CRE Fsk mod	BRCT inh red	BRCT PPI green
17	-2%	16%	?	0.7%	-0.3%
18	-2%	6%	-5%	1.1%	1.1%
19	-2%	5%	?	-0.1%	-1.0%
20	-1%	?	18%	-1.5%	-0.5%
21	4%	-1%	22%	0.3%	-2.3%
22	3%[11.5 µM]	6%[11.4 µM]	/	-1.0%[15.4 µM]	-4.5%[15.4 µM]
23	3%	-1%	-7%	-2.4%	-1.5%
24	1%	10%	?	0.3%	-0.9%

Next part:
cpd	mol	Caspase-7 inhib	Tau filament bind	ERK AVP block	USP2a inhib	A350 fluor	FLuc inh
25	Nc1nonc1-n1nncc1-c1ccccc1	-4%	-5%	-14%	4%	i	0%
26	Clc1ccc(Cl)c(-c2nn3c(Cn4cnc5ccccc54)nnc3s2)c1	0%	-4%	5%	3%	i	2%
27	COc1cccc(-n2c(SCC(N)=O)nnc2-c2ccncc2)c1	-2%	8%	-6%	-3%	i	3%
28	CCCCCC(=O)Nc1ccc2oc(-c3ccncc3)nc2c1	0%	-30%	-20%	30%	2.9e-08M*	3%
29	CC(=O)NCCc1nc2ccccc2[nH]1	1%	-16%	/	/	/	2%
30	O=C(Cn1cnc2c(nnn2Cc2ccccc2F)c1=O)N1CCN(c2ccccc2)CC1	0%	-6%	16%	21%	i	-2%
31	COc1ccc(CNc2nc(NCc3ccc(OC)cc3)n(S(C)(=O)=O)n2)cc1	-2%	-8%	?	0%	i	3%
32	COCC(=O)Nc1c(C(=O)Nc2ccccc2OC)oc2ccccc12	-1%	164%	-7%	-5%	2.2e-07M*	-4%

cpd	Casp1 inh	HEK293 cAMP cs	CRE Fsk mod	BRCT inh red	BRCT PPI green
25	-1%	-6%	-7%	-0.7%	-1.7%
26	0%	?	2%	-0.7%	0.8%
27	2%	-5%	1%	-0.4%	-1.1%
28	-3%	15%	?	-0.9%	-1.0%
29	-4%	1%	-8%	-0.3%	0.9%
30	-1%	?	-4%	0.2%	0.2%
31	-1%	13%	19%	1.6%	-0.2%
32	-4%	?	8%	1.2%	-1.7%

(further entries)
cpd	mol	Caspase-7 inhib	Tau filament bind	ERK AVP block	USP2a inhib	A350 fluor	FLuc inh
33	CCCc1nc2n[nH]c(N)c2c2c1CCC2	-2%	0%	-26%	-1%	?	3%
34	CCn1nnnc1SCC(=O)N(C1CCCCC1)C1CCCCC1	0%	-6%	-17%	-25%	i	0%
35	C=CCSc1nc2c(c(=O)n(C)c(=O)n2C)n1CC	0%	1%	-16%	-3%	i	1%
36	O=C1CCCC2=C1C(c1cccs1)n1nc(SCc3ccccc3F)nc1N2 (stereo unspecified)	-1%	246%	-21%	33%[activator]	5.5e-08M*	1%
37	CCS(=O)(=O)N1CCC(C(=O)NCCc2ccc(OC)c(OC)c2)CC1	2%	-2%	16%	-2%	i	-2%
38	OC(CCN1CCOCC1)(c1ccc(Cl)cc1)C1CCCCC1 (stereo unspecified)	-11%	20µM*	14%	14%	i	3%

cpd	Casp1 inh	HEK293 cAMP cs	CRE Fsk mod	BRCT inh red	BRCT PPI green
33	3%	-4%	?	1.1%	0.2%
34	-3%	6%	0%	1.4%	-0.2%
35	0%	-4%	?	-0.3%	-4.5%
36	-7%	7%	-13%	0.5%	4.7%
37	1%	6%	?	1.1%	-0.8%
38	-3%	16µM*	?	-0.7%	-5.9%
